Screening results (PubChem)
M. tuberculosis GlmU = inhibition of mycobacterial GlmU enzyme – biochemical, glucosamine-1-phosphate acetyltransferase (AID 1376). 220,000 tested, 0.25% active. inhibition, %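 (tested at 30 µM in the primary screen)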; hits with a dose series show IC50 in µM. M. tuberculosis GlmU acetyltransferase enzyme assay; higher % means a stronger effect; in the data active = inhibition above about 13%;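 also: 0% = complete reaction with vehicle and 100% = reaction without substrate; strong numbers were not always called active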
RmlCD inh 1536 = M. tuberculosis RmlC/RmlD inhibition; inhibition, % at 3.6 µM; RmlC+RmlD coupled enzyme assay, percent inhibition; primary screen in compound mixtures; AID 1533; 160,000 tested, 0.03% active; P9WH09+P9WH11; in the data active = inhibition mostly above about 34%, no sharp cut-off; also: some results filed as inactive read as strong as hits
Target sequence (P9WH09 whole entry, looked up): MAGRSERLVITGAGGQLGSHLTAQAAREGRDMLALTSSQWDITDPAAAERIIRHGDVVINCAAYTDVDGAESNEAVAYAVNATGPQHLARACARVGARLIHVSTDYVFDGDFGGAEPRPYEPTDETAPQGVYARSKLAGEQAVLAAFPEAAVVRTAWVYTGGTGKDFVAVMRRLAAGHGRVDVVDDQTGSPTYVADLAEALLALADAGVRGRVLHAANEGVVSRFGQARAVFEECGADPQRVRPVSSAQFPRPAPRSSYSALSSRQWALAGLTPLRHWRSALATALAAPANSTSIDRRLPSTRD
Target sequence (P9WH11 whole entry, looked up): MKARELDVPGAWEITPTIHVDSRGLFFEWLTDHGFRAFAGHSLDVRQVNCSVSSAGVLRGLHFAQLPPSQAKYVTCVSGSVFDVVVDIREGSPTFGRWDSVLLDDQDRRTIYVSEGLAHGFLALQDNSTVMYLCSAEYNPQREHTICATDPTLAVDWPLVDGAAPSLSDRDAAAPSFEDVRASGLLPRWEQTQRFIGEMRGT
* hit, by the source's call; · = not tested or not shown. A portion of the library, so the mix of outcomes need not match the whole.

Results follow in this order: M. tuberculosis GlmU, RmlCD inh 1536
1: O=C1Nc2cc(Cl)ccc2Nc2cscc21
 : -4.0%, ·
2: CCCCCN(C(=O)NC(=O)Nc1cccc(C)c1C)S(C)(=O)=O
 : 0.1%, -13
3: O=C(CSc1n[nH]c(-c2ccco2)n1)Nc1sc2c(c1C(=O)Nc1ccccc1)CCCC2
 : -1.4%, -4
4: CC(=O)Nc1ccc(C(=O)OCC(=O)Nc2ccc([N+](=O)[O-])cc2C(F)(F)F)cc1
 : 2.2%, 1
5: O=c1cc(Nc2ccc3c(c2)OCCO3)[nH]c(=O)n1-c1ccc(Cl)cc1
 : -4.9%, ·
6: CC(C)(C)[C@H]1C=C(C(=O)NC2CC2)O[C@@H](OCc2ccc(CO)cc2)C1
 : 0.9%, ·
7: Cc1ccc(CN2C(=O)CCC2C(=O)NCCCN2CCOCC2)cc1 (stereo unspecified)
 : 3.8%, 106
8: CCOc1ccccc1N1CC(C(=O)Nc2ccccc2N2CCOCC2)CC1=O (stereo unspecified)
 : 0.0%, ·
9: Cc1cc(C)nc(SCC(=O)N2CCC(C(N)=O)CC2)n1
 : 2.2%, 5
10: CCCSc1nc2c(cnn2-c2ccc(F)cc2)c(=O)[nH]1
 : 6.3%, 2
11: c1ccc(N/N=C(\Cc2nc3ccccc3[nH]2)c2ccccc2)cc1
 : -2.9%, 0
12: Cc1cccc(-n2c(CNC(=O)c3ccc(S(=O)(=O)N4CCCC4)cc3)n[nH]c2=S)c1
 : 2.3%, ·
13: COc1ccc(-n2ncc3c(NCC4CCCO4)ncnc32)cc1 (stereo unspecified)
 : -5.0%, ·
14: NC(=O)N/N=C/c1cc(Br)ccc1OCC(=O)NCc1ccccc1
 : 0.6%, -3
15: Cc1cc(Br)cn2ccnc12
 : ·, 8

Compound profiles, from the list above. Screens in order: M. tuberculosis GlmU	RmlCD inh 1536
Cc1ccc(CN2C(=O)CCC2C(=O)NCCCN2CCOCC2)cc1 (stereo unspecified) in the list: 3.8%	106
O=C1Nc2cc(Cl)ccc2Nc2cscc21 in the list: -4.0%	·
Cc1cc(Br)cn2ccnc12 in the list: ·	8

(cont.)
Results follow in this order: M. tuberculosis GlmU, RmlCD inh 1536
16: COc1ccc(OCCNC(=O)/C=C/c2ccc([N+](=O)[O-])cc2)cc1
 : 1.6%, -7
17: CC(C)C[C@H](NC(=O)OC(C)(C)C)c1nnc(SCc2cccc(F)c2)o1
 : 3.0%, 1
18: COC(=O)c1sc2nc(-c3ccccc3)c3c(c2c1N)CCCC3
 : -2.8%, -7
19: CCn1c(COc2ccc(=O)n(-c3ccccc3)n2)nnc1SCc1ccc(C)cc1
 : -0.1%, 3
20: Cn1c(SCc2n[nH]c(=S)n2-c2ccccc2)nnc1-c1ccccc1
 : 2.0%, ·
21: CCOc1nc(C)cc(C)c1S(=O)(=O)c1ccc(Cl)cc1
 : 0.2%, -8
22: COC(=O)c1cccnc1NC(=S)NC(C)C
 : 0.2%, -9
23: CC(=O)c1c(C)[nH]c(C(=O)N2CCc3ccccc32)c1C
 : 6.2%, -8
24: COC(=O)c1ccc(Oc2nc(NC(C)(C)C)nc(N3CCOCC3)n2)cc1
 : 1.4%, 38
25: COc1cc(OC)cc(C(=O)NNC(=O)CCc2ccccc2)c1
 : -2.1%, 11
26: O=C(C1=C[C@@H]2[C@H]3C(=O)N(c4ccc(Cl)cc4)C(=O)[C@H]3[C@@H](C(=O)c3ccc(Cl)cc3)N2C=C1)c1ccccc1
 : 4.0%, 10
27: COc1ccc(C2/C(=C(\O)c3ccc(OC)c(Cl)c3)C(=O)C(=O)N2CCN(C)C)cc1 (stereo unspecified)
 : 0.3%, 7
28: Cn1cc(C(=O)C(=O)N2CCCc3ccccc32)c2ccccc21
 : -7.0%, 9
29: C[C@@H]1NC(=O)[C@H](CCC(N)=O)NC(=O)c2cc([N+](=O)[O-])cc(I)c2NCCC[C@@H](C(N)=O)NC1=O
 : 2.2%, ·
30: CC(=O)N1CCN(Cc2nc(-c3cccc(Cl)c3)no2)CC1
 : -2.0%, -10
31: Cc1ccc(-c2cc(=O)c3cc(C)ccc3[nH]2)cc1
 : 1.8%, ·
32: O=C(NC1CCCCC1)c1cc(C(=O)c2ccccc2Br)c[nH]1
 : -7.2%, ·
33: CCCCCCNC(=O)Cc1ccc(Br)cc1
 : 7.9%, 3
34: Cc1ccc2cc(C3CC(c4ccco4)=NN3S(=O)(=O)c3ccccc3)c(Cl)nc2c1 (stereo unspecified)
 : -0.1%, -6
35: CC1(C)C(=O)NCCN1C(=O)CSc1nccc(-c2ccc(Br)cc2)n1
 : -5.3%, 2
36: O=C(CCc1nc2ccccc2c(=O)[nH]1)OCC(=O)c1cccc(Cl)c1
 : -0.7%, -7
37: N#CCc1nc(CSc2nc3ccccc3s2)cs1
 : 8.7%, 61
38: CCCCCNC(=O)Cc1cc(=O)[nH]c(=O)[nH]1
 : 6.4%, 5
39: CC1(C)c2[nH]c3ccccc3c2C[C@H]2C(=O)N(Cc3cccc(F)c3)C(=O)N21
 : 3.6%, ·
40: Cc1noc(C)c1COc1cccc(C(=O)NC(C)(C)C)c1
 : 3.5%, -9
41: Nc1cccc(Nc2ccccc2)c1
 : 8.1%, 3
42: CCCn1nnc(NC(=O)/C=C/c2ccco2)n1
 : 2.6%, -7
43: Cc1ccccc1CS(=O)(=O)CCC(=O)NCCN1CCN(c2cccc(Cl)c2)CC1
 : ·, -4
44: Cc1ccc(C(=O)ONc2ccc(N=O)cc2)cc1
 : -5.2%, 13
45: COc1ccc(/C=C/C(=O)c2ccccc2O)cc1
 : 3.5%, ·
46: COC(=O)/C(C#N)=C/c1cc(C)sc1C
 : -0.1%, 0
47: CC(=O)Nc1ccc(NC(=O)c2c([N+](=O)[O-])c(C(C)(C)C)nn2C)cc1
 : 4.7%, 2
48: CCS(=O)(=O)/N=C(\N)c1ccccc1
 : 0.7%, 10
49: Cc1ccc(NC(=O)CN(C)C(=O)c2ccc(Cl)c([N+](=O)[O-])c2)cc1
 : 1.3%, 20
50: C=CCn1c(SCC(=O)Nc2ccc(C(=O)OCC)cc2)nnc1-c1cccs1
 : 1.6%, ·
51: C/C(N)=C(/C#N)C(=O)CSc1nnc(Nc2cccc(C)c2C)s1
 : -4.7%, -6
52: CC1COC2C(O1)N(S(C)(=O)=O)CCN2S(C)(=O)=O (stereo unspecified)
 : 3.1%, 5
53: COc1ccc(N2CC(C(=O)Nc3cc(C)on3)CC2=O)cc1 (stereo unspecified)
 : 5.1%, 0
54: Oc1ccc(/C=N/N2CCN(c3ccccn3)CC2)cc1
 : 0.1%, -10
55: O=C(Nc1ccc(S(=O)(=O)NC2CCCCC2)cc1)c1ccc(Br)o1
 : 6.9%, -11
56: COc1ccc(OC)c(N(CC(=O)Nc2ccccc2C(=O)NCc2ccco2)S(C)(=O)=O)c1
 : 3.4%, 5
57: O=S(=O)(c1ccccc1)c1nc(-c2cccs2)oc1NCCCn1ccnc1
 : 1.6%, 2
58: CCOC(=O)c1c(NC(=O)C2CCCO2)sc(C(=O)OC(C)(C)C)c1C (stereo unspecified)
 : 4.4%, ·
59: Cc1ccc(C(=O)NCCn2ccc3ccccc32)cc1[N+](=O)[O-]
 : -1.4%, 3
60: O=C1CCCC(O)=C1N=Nc1cccc(C(=O)O)c1
 : 120µM*, 4
61: FC(F)Oc1ccc(/C=N/c2c(-c3ccc(OC(F)F)cc3)nc3n2CCS3)cc1
 : -3.3%, ·
62: COc1ccc(NC2=CC(c3cccc(OC)c3)N(c3ccc(OC)cc3)C2=O)cc1 (stereo unspecified)
 : 2.3%, 1
63: COc1ccc(OC)c(NC(=O)COC(=O)/C=C/c2c(C)nn(C3CCS(=O)(=O)C3)c2Cl)c1 (stereo unspecified)
 : -0.7%, 31
64: COc1ccc(/C=C/C(=O)c2cc3c(cc2N)OCO3)cc1
 : 3.8%, 2
65: O=C1COC(c2ccccc2)C2CCCCN12 (stereo unspecified)
 : -2.9%, ·
66: CC(=O)c1c(C)nn(C(=O)N2CCOCC2)c1C
 : 5.9%, ·
67: Cc1nn(-c2ccc3nnc(Br)n3n2)c(C)c1Br
 : 7.1%, ·
68: CCn1c(SC(C)C)nnc1C1CCN(S(=O)(=O)c2ccc(OC)cc2)CC1
 : -1.0%, ·
69: Cn1c(COc2ccc([N+](=O)[O-])cc2)nnc1SCC(N)=O
 : -0.4%, 1
70: CCOC(=O)c1c(N)c(C#N)c2n1CCCC2
 : 1.3%, ·
71: COc1ccc(NC(=O)CN2CCC3(O)CCCCC3C2c2cc(OC)ccc2OC)cc1 (stereo unspecified)
 : -1.3%, -3
72: O=C(NC1CCCCC1)NC1CC2CCC(C1)N2C(=S)NCc1ccco1 (stereo unspecified)
 : 0.0%, ·
73: COc1cccc(OC)c1C(=O)NC(=S)NNC(=O)[C@H]1C[C@@H]1c1ccccc1
 : 3.9%, -5
74: COc1cccc(NC(=O)CCN2C(=O)c3ccccc3S2(=O)=O)c1
 : -0.4%, 3
75: CCC(C)NCCOCCSc1ccc(Cl)cc1 (stereo unspecified)
 : 4.3%, ·

The results go on.
Results follow in this order: M. tuberculosis GlmU, RmlCD inh 1536
76: Cn1nc(C(=O)Nc2cccc(S(N)(=O)=O)c2)c2ccccc2c1=O
 : -2.3%, ·
77: COc1cc2[nH]c(=S)n(C3CCCC3)c(=O)c2cc1OC
 : 2.3%, 14
78: Cc1ccc(C)c(N2CCN(S(=O)(=O)c3c(C)noc3/C=C/N(C)C)CC2)c1
 : -3.2%, -3
79: CC(/C=N/n1c(-c2n[nH]c3c2CCC3)n[nH]c1=S)=C\c1ccco1
 : 2.3%, -7
80: COc1ccccc1-n1cnnc1SC(C)C(=O)Nc1ccc(NC(C)=O)cc1 (stereo unspecified)
 : 0.3%, 8
81: CN1CCN(c2ccc(C(N)=O)cc2N)CC1
 : ·, -8
82: COCC(=O)n1cc(C(=O)OC)c2ccccc21
 : 2.1%, ·
83: O=S(=O)(c1ccc(NC(=S)NCc2ccncc2)cc1)N1CCCCC1
 : -1.4%, -9
84: COc1ccc(/C=C2\CCc3ccccc3C2=O)cc1Cn1nc(C)cc1C
 : -3.1%, -11
85: N=C1c2ccccc2CN1NC(=O)COc1ccc(Cl)cc1
 : 2.7%, 18
86: CC(C)N(C)CCOC(=O)C1COc2ccccc2O1 (stereo unspecified)
 : 4.5%, 6
87: CCCCNC(=O)C(c1ccc(OCC(=O)OC)c(C(=O)OC)c1)N(CCOC)C(=O)CCCCCN1C(=O)NC(c2ccc(-c3ccccc3)cc2)C(C(=O)OCc2ccccc2)=C1C (stereo unspecified)
 : 7.0%, 4
88: COC(=O)/C=c1/sc2n(c1=O)CCN=2
 : 5.9%, ·
89: COc1ccc(CNS(=O)(=O)NCc2ccc(C)cc2)cc1OC
 : ·, -11
90: Cc1ccccc1NC(=O)c1ccc(CN2CCc3ccccc3C2)cc1
 : 1.0%, -2
91: Cc1cc(OCCCCNC(C)C)cc(C(C)C)c1
 : -2.0%, ·
92: COC(=O)/C(C#N)=C\c1c(OC)[nH]c2ccccc12
 : -1.8%, 4
93: CC1(NC(=S)Nc2ccc(NC(=S)NC3(C)CCS(=O)(=O)C3)cc2)CCS(=O)(=O)C1 (stereo unspecified)
 : -0.5%, -5
94: Fc1ccc(-c2cnc[nH]2)cc1
 : 2.1%, -7
95: CC(=O)C[C@H]1c2cc(C(F)(F)F)ccc2S(=O)(=O)N1c1ccccc1
 : -3.9%, ·
96: O=C1CC(c2ccco2)CC(O)=C1C=NCCN1CCN(C(=O)Nc2ccc(Cl)cc2)CC1 (stereo unspecified)
 : -4.7%, ·
97: O=C(CCCN1C(=O)c2ccccc2C1=O)Nc1nccs1
 : 6.3%, 13
98: CC(NC(=O)Cn1cc(C(=O)C2CC2)c2ccccc21)c1ccccc1 (stereo unspecified)
 : 4.4%, 8
99: O=C(O)CNC(=O)c1nc(-c2ccccc2)n(-c2ccccc2)n1
 : -0.1%, -10
100: CCn1c(/C=C/c2ccccc2C)nc2ccccc2c1=O
 : -3.2%, -2
101: Cc1cccc(/C(N)=N/OC(=O)c2ccc(Cl)cc2Cl)c1
 : -0.1%, -10
102: O=C(Cn1c(=O)oc2cc(S(=O)(=O)N3CCCC3)ccc21)Nc1ccc(C(F)(F)F)cc1
 : -3.3%, 6
103: Cc1nn(C(=O)Cn2ccc([N+](=O)[O-])n2)c(C)c1Br
 : 18%*, ·
104: O=c1[nH]cc(-c2ccccc2)c(=O)[nH]1
 : 1.5%, -11
105: O=C(Oc1ccc(-c2cnc3ccccc3n2)cc1)c1cc([N+](=O)[O-])ccc1Cl
 : -0.7%, -10
106: COc1ccc(-c2nc(CN3CCN(c4ccccc4OC)CC3)c(C)o2)cc1
 : 0.3%, -18
107: CCOC(=O)c1csc(NC(=O)C(C)(C)C)n1
 : 1.3%, ·
108: Cc1c(C(=O)c2ccccc2)oc2ccc3ccccc3c12
 : 3.3%, 0
109: CC(NC(=O)CCSc1nc(-c2ccco2)cc(C(F)(F)F)n1)c1ccccc1 (stereo unspecified)
 : 0.8%, ·
110: CCOC(=O)c1csc(NC(=O)c2ccc(S(=O)(=O)N3CCCC3)cc2)n1
 : -7.1%, ·
111: CCC(Sc1nc2sc(C(=O)OC)c(C)c2c(=O)n1N)C(=O)NCC1CCCO1 (stereo unspecified)
 : 2.9%, -9
112: O=C(CSc1ncn[nH]1)Nc1ccc(Br)cc1F
 : -0.8%, ·
113: CCn1ccnc1[C@@H]1C[C@H]2CN(Cc3cccc(Cl)c3)C(=O)[C@]23CCCN13
 : -9.3%, -2
114: Cc1ccc(-n2nnc3c(=O)n(Cc4ccccc4C)cnc32)cc1
 : 0.3%, 19
115: O=C(Cc1ccc(F)cc1)Nc1cccc(-c2ccc3nncn3n2)c1
 : -5.2%, -11

A draw from above in order of SMILES length, rising:
Results follow in this order: M. tuberculosis GlmU, RmlCD inh 1536
91: Cc1cc(OCCCCNC(C)C)cc(C(C)C)c1
 : -2.0%, ·
13: COc1ccc(-n2ncc3c(NCC4CCCO4)ncnc32)cc1 (stereo unspecified)
 : -5.0%, ·
35: CC1(C)C(=O)NCCN1C(=O)CSc1nccc(-c2ccc(Br)cc2)n1
 : -5.3%, 2
